Bioassay records as filed in PubChem BioAssay.
hcDAF-12 act – H. contortus DAF-12 nuclear receptor activators, primary screen, cell-based, luminescence, HEK293, lit1-tk-luc reporter; HEK293 hcDAF-12 lit1-tk-luc reporter; 0% DMSO, 100% Δ7-dafachronic acid; activation, % at 6.8 µM; hit rate 1.4% among 370,000;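 active means activation above the mean of all tested compounds plus 3 SD, cut at about 5.5% in these data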;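 further: 100% = response to 3 µM Δ7-dafachronic acid high control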
PLCb3 inh – human PLC-beta3 inhibitors, primary screen, biochemical, fluorescence; Purified PLC-beta3, fluorogenic substrate; hit rate 0.18% among 370,000; 1-phosphatidylinositol 4,5-bisphosphate phosphodiesterase beta-3 (Homo sapiens), Q01970; inhibition, % at 12.2 µM; in the data active means inhibition above about 11%;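 further: 0% = median of compound wells on plate and 100% = full blocker control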
Target sequence (Q01970 whole entry, looked up): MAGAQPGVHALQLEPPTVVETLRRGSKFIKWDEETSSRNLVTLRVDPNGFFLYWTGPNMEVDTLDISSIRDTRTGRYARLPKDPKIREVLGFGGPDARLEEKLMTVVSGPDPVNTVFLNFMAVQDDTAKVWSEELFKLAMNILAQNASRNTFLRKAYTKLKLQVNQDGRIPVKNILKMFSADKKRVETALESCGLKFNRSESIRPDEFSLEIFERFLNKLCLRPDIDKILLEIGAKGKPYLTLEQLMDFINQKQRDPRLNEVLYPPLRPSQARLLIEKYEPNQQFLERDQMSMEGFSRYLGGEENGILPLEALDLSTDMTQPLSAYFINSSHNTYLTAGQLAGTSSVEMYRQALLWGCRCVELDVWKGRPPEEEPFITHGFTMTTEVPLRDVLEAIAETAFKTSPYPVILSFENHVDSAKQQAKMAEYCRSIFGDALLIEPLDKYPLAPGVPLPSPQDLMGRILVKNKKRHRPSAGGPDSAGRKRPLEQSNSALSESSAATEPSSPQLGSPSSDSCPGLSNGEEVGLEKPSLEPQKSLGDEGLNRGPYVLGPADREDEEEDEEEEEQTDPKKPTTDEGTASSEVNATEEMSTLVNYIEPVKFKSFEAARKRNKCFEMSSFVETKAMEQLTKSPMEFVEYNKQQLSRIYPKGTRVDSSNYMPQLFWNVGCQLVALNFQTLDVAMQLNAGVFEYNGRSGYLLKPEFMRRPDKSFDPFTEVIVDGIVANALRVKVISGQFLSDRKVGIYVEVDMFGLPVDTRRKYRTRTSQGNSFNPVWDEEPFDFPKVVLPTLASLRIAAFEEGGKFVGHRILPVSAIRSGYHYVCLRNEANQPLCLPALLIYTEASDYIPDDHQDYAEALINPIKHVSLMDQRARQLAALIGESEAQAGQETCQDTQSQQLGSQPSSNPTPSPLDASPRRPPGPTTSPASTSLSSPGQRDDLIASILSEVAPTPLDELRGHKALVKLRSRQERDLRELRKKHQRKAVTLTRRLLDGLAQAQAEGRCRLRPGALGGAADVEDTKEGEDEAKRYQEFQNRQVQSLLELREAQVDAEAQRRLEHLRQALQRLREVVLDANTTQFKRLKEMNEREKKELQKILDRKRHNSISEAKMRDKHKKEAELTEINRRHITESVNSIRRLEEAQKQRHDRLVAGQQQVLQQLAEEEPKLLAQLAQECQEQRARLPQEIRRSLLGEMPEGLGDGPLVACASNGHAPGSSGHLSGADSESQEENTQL
DAX1 inh-1 – DAX1 (NR0B1) inhibitors, primary screen, cell-based, HEK293, Gal4-DAX1, luciferase luminescence | Nuclear receptor subfamily 0 group B member 1 (Homo sapiens), P51843 | HEK293 Gal4-DAX1 luciferase reporter | inhibition, % at 6.75 µM | hit rate 0.99% among 340,000 | AID 504766, 2011;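 active means inhibition above the mean over all tested compounds plus 3 SD, cut at about 4.2% in these data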;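 further: 0% = DAX1-transfected cells with DMSO and 100% = empty-vector control cells with DMSO; inhibition shows as a rise in luminescence from relieved DAX1 repression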
SMARCA2 act – SMARCA2 (BRM) function activators, primary screen, cell-based, luminescence, high throughput | AID 652017, 2013 | hit rate 1% among 370,000 | MG213 cells, MMTV-luciferase reporter, dexamethasone, overnight | activation, % at 9.1 µM; in the data active means activation above about 7.8%;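 further: 0% = vehicle wells and 100% = reference activator wells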
ADAM17 inh – ADAM17 inhibitors, primary screen, biochemical, QFRET | Disintegrin and metalloproteinase domain-containing protein 17 (Homo sapiens), P78536 | AID 720648, 2013 | recombinant ADAM17, EDANS/DABCYL FRET peptide cleavage | hit rate 0.83% among 370,000 | inhibition, % at 6.95 µM;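 active means inhibition above the mean of compounds lying between control limits plus 3 SD, set per campaign, cut at about 8.5% in these data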;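 further: 0% = DMSO-only wells as the low control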
ssDAF-12 act – S. stercoralis DAF-12 nuclear receptor activators, primary screen, cell-based, luminescence, HEK293, GRIP1 co-expression, lit1-tk-luc. HEK293 ssDAF-12/GRIP1 lit1-tk-luc reporter; % of 3 µM dafachronic acid response. activation, % at 6.8 µM. hit rate 1% among 370,000. AID 652126, 2013;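 active means activation above the mean over all tested compounds plus 3 SD, cut at about 0.9% in these data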;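 further: 0% = DMSO-only wells and 100% = 3 µM delta7-dafachronic acid wells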
DAX1 inh-2 – DAX1 (NR0B1) inhibitors on StAR promoter, primary screen, cell-based, luminescence, SF-1 (NR5A1), full-length DAX-1 | HEK293T StAR-luciferase reporter, SF-1/DAX-1 repression relief | inhibition, % at 6.8 µM | hit rate 1.1% among 370,000 | AID 652010, 2013;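 active means inhibition above the mean over all tested compounds plus 3 SD, cut at about 3.6% in these data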;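 further: 0% = DAX-1 cells with DMSO and 100% = cells lacking DAX-1 with DMSO; higher inhibition means more luminescence from relief of DAX-1 repression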
MBD2 inh – inhibitors of MBD2 binding to methylated DNA, primary screen, biochemical, TR-FRET, DNA-binding domain, human | Methyl-CpG-binding domain protein 2 (Homo sapiens), Q9UBB5 | MBD2 binding to methylated oligonucleotide | inhibition, % at 4.4 µM | hit rate 0.31% among 370,000 | AID 686964, 2013; in the data active means inhibition above about 13%
hgDAF12 agonist – H. glycines DAF-12 receptor agonists, primary screen, cell-based, luminescence, HEK293, GAL4 fusion, UAS-luciferase. Nuclear hormone receptor DAF-12 (Heterodera glycines), GAL4 fusion. HEK293 GAL4-hgDAF12 UAS-luciferase reporter, agonist luminescence; normalized to butyrate control. activation, % at 6.8 µM. hit rate 1.8% among 370,000;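 active means activation above a cutoff set at the mean of all screened compounds plus 3 SD, cut at about 10% in these data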;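 further: 0% = DMSO wells and 100% = sodium butyrate wells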
NR1D1 modulator – modulators of Rev-erb alpha DNA binding, primary screen, biochemical, FITC-DNA, fluorescence polarization, uHTS. Nuclear receptor subfamily 1 group D member 1 (Homo sapiens), P20393. Rev-erbα–FITC-DNA binding, 90 min. activity, % at 10 µM. hit rate 0.79% among 370,000. AID 1259318, 2017;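 active means activity above about 14%, limit read from the data; passing the limit was not always enough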;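 further: 0% = DMSO wells with 35 nM protein and 100% = DMSO wells with 750 nM protein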
PLCg1 inh – PLC-gamma1 enzyme inhibitors, primary screen, biochemical, fluorescence, purified enzyme. AID 720700, 2013. inhibition, % at 12.2 µM. fluorogenic substrate. hit rate 0.84% among 370,000; in the data active means inhibition above about 9.5%
Numbers without * were called inactive; . = not tested or not shown.

SMILES	hcDAF-12 act	PLCb3 inh	DAX1 inh-1	SMARCA2 act	ADAM17 inh	ssDAF-12 act	DAX1 inh-2	MBD2 inh	hgDAF12 agonist	NR1D1 modulator	PLCg1 inh
CC(=O)Oc1ccccc1C(=O)Nc1ccccc1	1.8	-12	-0.2	3	-9	-0.6	0.7	-2	5.8	-7	-7
CCOc1ncccc1C(=O)Nc1ccccc1F	-1.5	2	1.7	-2	2	-1.1	0.7	-4	-3.2	7	2
CCCCN(C(=O)Cc1ccc2c(c1)OCCO2)c1c(N)n(CC(C)C)c(=O)[nH]c1=O	-1.3	-3	0.9	-4	-6	-1.2	0.8	2	-0.6	-6	-4
COc1cc(C2CC(c3cccnc3)=NN2c2ccc(F)cc2)cc(OC)c1OC (stereo unspecified)	0.9	-283	0.5	4	-22	-0.9	-0.4	1	0.6	-3	-264
CC1Cc2nc(SCC(=O)c3ccccc3)n(Cc3ccccc3)c(=O)c2S1 (stereo unspecified)	-1.5	7	-0.7	5	3	-1.2	-0.4	0	5.1	-3	3
CCOc1ccccc1/C=C/c1onc(C)c1S(=O)(=O)N1CCC(C(=O)N2CCCCCC2)CC1	-2.3	-6	0.1	-4	1	-1.9	-3.1	2	-2.2	5	0
COc1ccc(OCC(=O)Nc2cc(S(=O)(=O)N3CCCC3)ccc2Cl)cc1	-0.5	-4	-1.3	1	7	-0.9	0.8	-1	2.1	-4	4
CC(=O)c1c(N2CCN(Cc3ccccc3)CC2)[nH]c(-c2ccccc2)nc1=S	2.2	3	-1.2	0	-2	-1.3	-0.6	0	0.8	-2	1
Cc1onc(-c2c(Cl)cccc2Cl)c1C(=O)N/N=C(\N)COc1ccc(Cl)cc1	-2.6	-1	-2.8	-6	4	-1.5	-1.1	-2	-4.2	3	5
CCSc1nnc(-c2ccc(C)cc2)c2ccccc12	-0.5	1	-0.7	-3	2	-1.2	0.2	1	-0.9	-2	1
COc1ccc(Cl)cc1NC(=O)CN(C)C(=O)C1CC(=O)N(Cc2ccc(C)cc2)C1 (stereo unspecified)	-1.9	0	-0.1	1	-2	-0.6	-2.6	2	0.1	1	-2
O=C1C2(CCC13COC(c1ccc(O)cc1)OC3)COC(c1ccc(O)cc1)OC2 (stereo unspecified)	-0.8	6	-0.6	-3	-1	-1.6	-0.5	0	-0.3	0	-1
CC1(C(=O)NC2CCN(Cc3ccccc3)CC2)CCN1Cc1ccc(OC(F)(F)F)cc1 (stereo unspecified)	-1.4	1	.	-4	-1	-1.7	0.1	1	-4.2	0	1
CC(C)c1ccc(/C=N/NC(=O)c2ccccc2Cl)cc1	-0.4	-6	-1.2	4	-4	-1.0	-1.9	3	8.8	9	0
Cc1ccc(S(=O)(=O)N2C[C@H]3[C@H]4C(=O)N(c5ccccc5)C(=O)[C@H]4C[C@H](OC(=O)NCc4ccccc4F)[C@@]3(O)C2)cc1	-0.6	-1	2.8	-1	-2	-1.4	-0.1	4	1.1	-6	1
O=C(c1cccc(C(F)(F)F)c1)N1CCOC12CCN(c1ncc(C(F)(F)F)cc1Cl)CC2	-1.9	2	0.2	-7	8	-2.0	0.0	-4	0.3	5	11*
O=C(Nc1ccc(C(=O)N2CCCCC2)cc1)c1ccccc1	1.1	2	1.6	6	-3	-0.7	-0.1	6	4.2	-6	2
CCOC(=O)c1c(N)sc(C(=O)N2CCCCC2)c1C	2.5	-1	0.3	1	-6	-0.4	-0.7	8	-0.8	-8	-2
Cc1ccc(S(=O)(=O)NC(C)C(=O)Nc2ccccc2C(=O)N2CCCC2)cc1 (stereo unspecified)	-1.5	1	1.0	-4	-3	-0.8	1.3	-1	0.3	0	1
COc1cc(CN2CC(=O)N(c3cccc(Cl)c3C)C2=S)cc(OC)c1OC	-3.3	-4	-1.1	-4	-4	-1.7	-0.2	2	-2.7	-3	3
CCN(CC)S(=O)(=O)c1cccc(NC(=O)Nc2cccc(C(F)(F)F)c2)c1	-2.6	2	-3.0	-9	11*	-2.4	-2.7	-1	-5.2	2	2
COc1ccc(N(CC(=O)NCCSC2CCCCC2)S(=O)(=O)c2ccccc2)c(OC)c1	-0.9	-2	0.7	-5	9.4*	-1.4	1.4	3	-1.0	-1	9
COc1ccc(Cn2c(C3CC3)nc3ccc(NC(C)=O)cc3c2=O)cc1	2.9	-3	1.6	2	-6	0.0	2.4	4	9.1	2	1
CC(C)CC(=O)NNC(=O)C(C)C	-0.9	2	0.3	-4	-5	-2.1	0.2	8	-3.7	-3	0
CCC(=O)Nc1ccccc1Nc1cc(C#N)c(C#N)cc1[N+](=O)[O-]	-2.4	3	0.9	1	-3	-1.6	-0.3	-10	-3.2	12	1
COC(=O)/C=C/C(=O)N1CCN(c2ccccc2C)CC1	0.7	0	-0.7	-2	-2	-1.1	-0.5	6	-2.0	0	1
CCCCn1c(=O)c2c(nc3n2CCCN3Cc2ccccc2)n(C)c1=O	1.1	-9	-0.2	-4	-2	-1.0	-0.3	2	-2.4	0	1
O=C(Nc1ccccc1N1CCN(c2ccc(F)cc2)CC1)C12CC3CC(CC(C3)C1)C2	-0.2	3	-0.2	-4	-7	-0.7	-0.1	-1	-0.9	4	0
COC(=O)CCCCCCCCC(O)C[N+]1(C)CCOCC1 (stereo unspecified)	1.1	-4	.	-2	-1	-1.6	0.2	-2	-0.1	-3	2
CC(=O)NS(=O)(=O)c1ccc(NC(=O)/C=C/c2ccccc2)cc1	-0.9	1	-0.2	-5	-5	-0.6	0.2	-3	-2.3	0	1
COc1ccccc1NC(=O)CSC(N)=O	2.8	3	0.8	1	1	-0.1	-0.4	-1	4.6	-5	2
Cc1[nH]c2ccccc2c1/C=C/c1nc2ccccc2c(=O)[nH]1	6.9*	-181	2.2	4	-13	0.2	4.4*	7	14*	-23	-137
COc1ccc(C(=O)O)cc1S(=O)(=O)NCc1cccnc1	0.3	-3	-0.2	-3	-2	-0.9	0.7	-2	-0.2	-4	2
CCOc1ncccc1C(=O)N1CCN(S(=O)(=O)c2ccc3c(c2)OCCO3)CC1	0.4	1	1.4	4	2	-0.9	-0.7	1	-4.4	3	1
CC(=O)Nc1nc(C(=O)Nc2c(C)n[nH]c2C)cs1	-0.6	3	0.2	-2	-3	-0.8	0.6	-2	1.4	2	1
O=C(NC1CCCN(Cc2ccc(Cl)cc2)C1)c1c(F)cccc1F (stereo unspecified)	-0.5	-5	0.3	2	2	-1.6	-0.3	-4	-1.8	-6	6
COc1ccc(/C=C2\C(=O)NC(=S)N2C(=O)c2ccc(F)cc2)cc1	1.7	-21	0.3	3	0	0.1	0.7	-3	2.7	-1	-15
Cn1c(=O)cc(OCCCC(=O)Nc2cccc(Cl)c2)c2ccccc21	-1.5	2	.	-4	-4	-0.8	0.2	6	-0.8	7	-1
CC(=O)CCC(=O)NC1CCCc2c1cnn2-c1ccc(C(C)(C)C)cc1 (stereo unspecified)	-4.1	-5	-1.1	-2	-4	-2.4	-1.1	1	-3.1	-3	2
CCN(CC)S(=O)(=O)c1cccc(C(=O)Nc2nnc(C)s2)c1	1.4	3	1.8	0	2	-1.2	0.7	-4	2.8	6	3
CC1CCN(S(=O)(=O)c2ccc3[nH]c(=O)cc(C(=O)O)c3c2)CC1	-1.5	-5	-0.3	-2	-7	-1.2	-0.3	1	-0.5	-1	-3
NC(=O)NC(CC(=O)OCC(=O)Nc1nnc(-c2ccccc2)o1)c1ccc(Cl)cc1 (stereo unspecified)	-0.1	-2	0.1	-6	-4	-1.0	0.9	2	-0.8	5	0
Cc1ccc(C(=O)N[C@H](C(=O)OCC(=O)NC2CCS(=O)(=O)C2)C(C)C)cc1 (stereo partly specified)	1.1	4	1.3	-3	2	1.5*	-0.4	0	6.2	-3	2
COc1cccc(C2Cc3ccccc3C(=O)O2)c1 (stereo unspecified)	0.2	2	-1.2	0	-4	-1.5	-0.2	2	0.0	0	-1
CC(C)(C)OC(=O)C[C@H]1C/C=C\C[C@@H](CC(=O)N(CCO)Cc2ccccc2)C(=O)N[C@H](C(C)(C)C)COC1=O	-1.0	4	0.9	0	-4	-1.3	-0.6	2	-0.7	-1	4
CCOC(=O)C(=CNc1nc(-c2ccccc2)c(C(=O)Nc2ccc(-c3ccccc3)cc2)s1)C(=O)OCC	0.5	-19	0.3	2	-4	-0.8	0.2	-3	1.1	9	-8
CC1(C)CC(=O)c2cnc(NC(=O)CSC(=S)N3CCCCC3)nc2C1	-0.6	-10	0.8	-6	-5	-1.0	-0.1	2	0.0	3	1
COC(=O)c1c(NC(=O)c2cccnc2)sc(C(=O)N(C)C)c1C	-1.2	-10	0.0	-1	-1	-0.7	-0.3	7	1.4	4	-7
O=C(O)C=Cc1c[nH]c2nccnc12	0.3	-12	-0.7	-1	-4	-1.3	-0.9	-5	1.2	0	-6
CCN(CC)c1nc(C)nc2c1nnn2Cc1ccccc1	-1.8	1	.	-3	-2	-1.7	0.3	2	-4.4	-6	-2
COc1ccc(C(C(=O)NC2CCCC2)n2c(CSCCOc3ccccc3)nc3ccccc32)cc1 (stereo unspecified)	-7.1	0	.	-13	-2	-2.8	-3.7	10	-13	0	5
COc1ccc(Cn2c(=O)[nH]c3cc(C(=O)NCCCN4CCCCCC4)ccc3c2=O)cc1	-0.4	-30	0.7	1	-5	-1.3	2.5	0	0.6	1	-15
O=C(O)/C=C/C(=O)Nc1ccccc1SC(F)(F)C(F)(F)C(F)(F)F	-0.2	-2	1.4	-1	-1	-1.3	-1.9	1	0.9	-5	0

Whole records as entered above.
COc1ccc(C(C(=O)NC2CCCC2)n2c(CSCCOc3ccccc3)nc3ccccc32)cc1 (stereo unspecified) as listed: hcDAF-12 act = -7.1; PLCb3 inh = 0; DAX1 inh-1 = .; SMARCA2 act = -13; ADAM17 inh = -2; ssDAF-12 act = -2.8; DAX1 inh-2 = -3.7; MBD2 inh = 10; hgDAF12 agonist = -13; NR1D1 modulator = 0; PLCg1 inh = 5
O=C(O)/C=C/C(=O)Nc1ccccc1SC(F)(F)C(F)(F)C(F)(F)F as listed: hcDAF-12 act = -0.2; PLCb3 inh = -2; DAX1 inh-1 = 1.4; SMARCA2 act = -1; ADAM17 inh = -1; ssDAF-12 act = -1.3; DAX1 inh-2 = -1.9; MBD2 inh = 1; hgDAF12 agonist = 0.9; NR1D1 modulator = -5; PLCg1 inh = 0
